OX1R antag-1 = blocks the human orexin 1 receptor | O43613 | CHO/OX1R cells, Fluo-8 calcium fluorescence, orexin A | inhibition, % at 5 µM | 330,000 compounds, 0.43% hits | AID 434989;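 active = inhibition above its plate's threshold, mean inhibition of all tested compounds on the plate plus 3 SD, cut at about 37% in these data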;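 note: 0% = orexin A challenge wells and 100% = SB-334867-A antagonist wells; not every result past the cut was called active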
Target sequence (O43613 whole entry, looked up): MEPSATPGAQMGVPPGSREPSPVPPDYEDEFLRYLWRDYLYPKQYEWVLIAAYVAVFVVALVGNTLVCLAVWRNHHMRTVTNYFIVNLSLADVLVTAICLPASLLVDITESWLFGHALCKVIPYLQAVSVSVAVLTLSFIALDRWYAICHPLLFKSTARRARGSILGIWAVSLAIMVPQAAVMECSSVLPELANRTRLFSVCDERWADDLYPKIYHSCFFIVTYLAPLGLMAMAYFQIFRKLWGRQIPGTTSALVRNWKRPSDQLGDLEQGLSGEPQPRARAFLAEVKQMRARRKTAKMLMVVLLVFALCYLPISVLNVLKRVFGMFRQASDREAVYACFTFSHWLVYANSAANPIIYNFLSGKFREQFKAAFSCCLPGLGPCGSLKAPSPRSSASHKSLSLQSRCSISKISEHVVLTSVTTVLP
OX1R antag-2 = antagonists of human orexin 1 receptor (OX1R); O43613; AID 485270; OX1R-expressing cells, FRET antagonist read-out; 330,000 compounds, 1.8% hits; inhibition, % at 6.6 µM; in the data active = inhibition mostly above about 38%, no sharp cut-off; inactive = mostly below about 40%;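 note: 0% = agonist challenge alone and 100% = reference antagonist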
* = called active by the depositor.

no.	smiles	OX1R antag-1	OX1R antag-2
1	Cc1ccc(C(=O)NCCSc2ccccc2)cc1S(=O)(=O)Nc1ccccc1	-17	25
2	Cc1ccc(NC(=O)C2(c3ccccc3)CCOCC2)c([N+](=O)[O-])c1	-23	15
3	COc1ccc(-c2cc3nc4n(c(=O)c3s2)CCCCC4)cc1	-19	48
4	CSc1nc2cc(Oc3cccc(Cl)c3Cl)c(Cl)cc2[nH]1	-20	36
5	O=C(Oc1ccccc1C(=O)N1CCOCC1)c1ccccc1	-9	3
6	C[C@@H]1CC[C@]2(O[C@H](CCO)C[C@@H](O)[C@@H]2O)O1	1	20
7	O=C(Nc1ccc(N2CCOCC2)c(Cl)c1)c1ccccc1F	7	19
8	COCCN(C(=O)COC(=O)CCS(=O)(=O)c1ccccc1)c1c(N)n(Cc2ccccc2)c(=O)[nH]c1=O	-7	18
9	Cc1ccc(S(=O)(=O)N2CCCCC2C(=O)N(C)c2ccccc2)cc1 (stereo unspecified)	-14	7
10	CCn1c(C(=O)N2CCCC(C(=O)NCCc3ccc(C)cc3)C2)cc2sccc21 (stereo unspecified)	11	18
11	COCCN(C(=O)COC(=O)c1cccnc1Cl)c1c(N)n(Cc2ccccc2)c(=O)[nH]c1=O	-6	18
12	COc1ccc(CC(=O)N(C)Cc2cccc(OC)c2OC)cc1S(=O)(=O)N1CCOCC1	-18	8
13	Cc1ccc(C)c(NC(=O)CN(C)C(=O)c2cc(C3CC3)nn2-c2ccccc2)c1	6	16
14	C/C(=N\n1nnnc1Nc1ccccc1)c1ccc(N)cc1	-18	18
15	COc1ccccc1NC(=O)c1cc2c(=O)n(C)c3ccccc3c2n1C	-27	14

no.	smiles	OX1R antag-1	OX1R antag-2
16	Cc1ccc(NC(=O)c2ccc(F)c(S(=O)(=O)N3CCOCC3)c2)cc1F	-20	22
17	Cc1nc2ccccc2c2oc(C(=O)NCCCN3CCCC(C)C3)cc12 (stereo unspecified)	-21	16
18	O=c1[nH]c2ccc(NC(=S)Nc3ccc(Cl)cc3)cc2[nH]1	1	34
19	CCc1nnc(NC(=O)c2cnccn2)s1	-2	13
20	Cn1nc([N+](=O)[O-])nc1Sc1ccc(C(C)(C)C)cc1	-6	28
21	CSc1ccccc1C(=O)OCC(=O)NC1CCS(=O)(=O)C1 (stereo unspecified)	-8	14
22	Cc1ccccc1-c1nc(CN2CCCC(C(=O)NCc3cccnc3)C2)c(C)o1 (stereo unspecified)	-32	15
23	CCCCN(C(=O)NC(=O)Nc1nc2ccc(OC)cc2s1)S(C)(=O)=O	-26	10
24	CC(C(=O)N1CCOCC1)N1C(=O)C2C3CC(C(Br)C3Br)C2C1=O (stereo unspecified)	-8	2
25	O=C(Nc1cccc(C(=O)N2CCN(c3ccc(F)cc3)CC2)c1)c1ccccc1	-32	7
26	COc1cccc(NC(=O)CSc2nnc(-c3ccoc3C)n2C)c1	-2	8
27	CSc1c(-c2ccccc2)nc2ccccc2c1C(=O)O	-9	1
28	CC(C)CCN1CCN(Cc2ccon2)CC1CCO (stereo unspecified)	4	7
29	O=C(c1ccc(COc2ccccc2Cl)o1)N1N=C(C(F)F)CC1(O)C(F)F (stereo unspecified)	-8	11
30	CC(=O)Nc1ccc(NC(=O)/C=C/c2ccc3c(c2)OCO3)cc1	-19	15

Sorted by the number under OX1R antag-2 (largest number first): four of the compounds above.
no.	smiles	OX1R antag-1	OX1R antag-2
20	Cn1nc([N+](=O)[O-])nc1Sc1ccc(C(C)(C)C)cc1	-6	28
19	CCc1nnc(NC(=O)c2cnccn2)s1	-2	13
25	O=C(Nc1cccc(C(=O)N2CCN(c3ccc(F)cc3)CC2)c1)c1ccccc1	-32	7
24	CC(C(=O)N1CCOCC1)N1C(=O)C2C3CC(C(Br)C3Br)C2C1=O (stereo unspecified)	-8	2

The list goes on:
no.	smiles	OX1R antag-1	OX1R antag-2
31	O=C(NCC1(c2ccccc2)CCCC1)c1ccco1	2	37
32	COC(=O)c1ccc(COC(=O)c2nn(C)c(=O)c3ccccc23)cc1	-18	36
33	Cc1cc(C)c2nc(C)cc(N/N=C/c3ccc(O)cc3)c2c1	-11	33
34	Cc1cc(OCC(O)CN2CCN(C)CC2)ccc1C(C)C (stereo unspecified)	1	13
35	CN(C)/C=C1\C(=O)Oc2ccccc2C1=O	18	17
36	Cc1nc(-c2ccc(C(=O)N3CCOCC3)cc2)cs1	-12	14
37	Cc1ccc(C2=N/C(=C\c3ccc(OS(=O)(=O)c4ccc(C)cc4)cc3)C(=O)O2)cc1	2	11
38	CCc1nnc(NC(=O)c2cccc(S(=O)(=O)N3CCN(c4ccccc4)CC3)c2)s1	-14	8
39	Cc1cc(F)ccc1S(=O)(=O)Nc1ccccc1C(=O)NCc1cccnc1	-12	12
40	COc1ccc(CNC(=O)COC(=O)c2ccc3c(c2)OCCO3)cc1	-11	9
41	COCCOC(=O)c1c(NC(=O)CNCc2ccco2)sc(C(N)=O)c1C	-15	24
42	CC(C)c1ccc(OCC(=O)N(Cc2ccccc2)c2ccccn2)cc1	-24	14
43	CCOC(=O)N1CCN(C(=O)c2ccc3c(c2)N(Cc2cccc(Cl)c2)C(=O)c2ccccc2S3=O)CC1 (stereo unspecified)	-25	10
44	Brc1cccc(OCCCCN2CCCCC2)c1	-10	7
45	Cc1ccc(-c2nc(SCC(=O)NCC3CCCO3)c(-c3ccc(Cl)cc3)[nH]2)cc1 (stereo unspecified)	-24	4

no.	smiles	OX1R antag-1	OX1R antag-2
46	NC(=O)C1=C[C@H](c2ccc(C(F)(F)F)cc2)C[C@H](OCCCCO)O1	5	29
47	O=C(C1=C[C@H](c2ccccc2)C[C@H](OCc2ccc(CO)cc2)O1)N1CCN(Cc2ccccc2)CC1	-29	35
48	COc1ccc(S(=O)(=O)N2CCN(CC(=O)Nc3cc(C(F)(F)F)ccc3Cl)CC2)cc1	-9	20
49	CC(C)(C)NC(=O)c1ccnc(C(C)(C)C)c1	-20	9
50	NC(=O)C1CCN(C(=O)OCc2ccccc2)CC1	-9	-10
51	CCOc1ccc(CN(CCO)CCO)cc1C(=O)OC	-2	7
52	CN(NC(=O)c1ccccc1)c1ncc(C(F)(F)F)cc1Cl	-14	6
53	O=C(CCCN1C(=O)/C(=C\c2ccco2)SC1=S)Nc1ccc(O)cc1C(=O)O	0	22
54	COC(=O)C1=C(C)NC(=O)NC1c1ccccc1Cl (stereo unspecified)	-8	9
55	CCOc1ccccc1OCC(=O)Nc1ccc2[nH]c(=O)[nH]c2c1	3	3
56	CC1(c2ccc3ccccc3c2)NC(=O)N(CC(=O)NCC(C)(C)N2CCOCC2)C1=O (stereo unspecified)	-10	18
57	COc1ccc(-c2cc(C)no2)cc1S(=O)(=O)N(C)c1ccc(C)c(C)c1	3	19
58	CC(OC(=O)c1cccc(-n2cnnn2)c1)C(=O)NCc1ccccc1 (stereo unspecified)	-6	14
59	O=C(O)c1ccccc1N/N=C\c1ccnc2ccccc12	-12	4
60	CCOC(=O)c1cccc(N2C(=O)C3C(C2=O)C2C=CC3C23CC3)c1 (stereo unspecified)	-21	7

no.	smiles	OX1R antag-1	OX1R antag-2
61	CC(C)Cn1cnc2c1c(=O)n(CC(O)c1ccccc1)c(=O)n2CC(C)C (stereo unspecified)	-21	7
62	CCOC(=O)c1sc(NC(=O)CSc2nncn2C)nc1C	-3	16
63	CCN(Cc1ccccc1)S(=O)(=O)c1ccc(S(=O)(=O)N(Cc2cccc(OC)c2)CC2CCCO2)cc1 (stereo unspecified)	10	18
64	CCOC(=O)C1=C(COC(=O)c2cccc(NC(C)=O)c2)NC(=O)NC1C (stereo unspecified)	-15	3
65	Cc1[nH]n(-c2ccccc2)c(=O)c1/C=N/NC(=O)C(C)C	5	18
66	Cc1nnsc1C(=O)Nc1ccc(Cl)cc1	-10	5
67	COc1ccc2c(c1)c1c(n2C(C)=O)C(OC(C)=O)=NCC1	-25	11
68	CC(C)C[C@@H](CO)N1CCN(CCCc2ccccc2)CCC1=O	-9	8
69	O=C(CNCc1ccco1)Nc1ccccc1-n1cccc1	-25	4
70	C=C(Br)Cn1c(CCCC)nc2ccccc21	-35	25
71	Cc1ccc(NC(=S)N(CCN(C)C)Cc2cc3cccc(C)c3[nH]c2=O)cc1	-21	7
72	O=c1oc(-c2ccc(F)cc2)nc2ccsc12	-6	10
73	O=C(NCc1ccco1)c1cc(-c2cccs2)on1	-22	20
74	Cn1c(Cc2cccs2)nnc1SCC(=O)N1CCc2ccccc21	-30	20
75	CC(C)Sc1nnc(-c2c[nH]c3ccccc23)n1C	-21	10

no.	smiles	OX1R antag-1	OX1R antag-2
76	Cc1nc(NC2CCCC2)sc1C(=O)N(C)C	-13	10
77	O=C(O)CSc1ccc(S(=O)(=O)N2CCCC2)cn1	-10	6
78	COc1ccc(CNC(C)C(=O)Nc2ccc3ccccc3c2)cc1OC (stereo unspecified)	-21	9
79	CC1CCN(c2oc(-c3cccc4ccccc34)nc2C#N)CC1	-4	5
80	CC(=O)Nc1ccc(NC(=O)CC(NC(=O)c2ccccc2)c2ccccc2)cc1 (stereo unspecified)	-1	-6
81	CC1CCCN(c2ccc(C(=O)NCc3ccc4c(c3)OCO4)cc2[N+](=O)[O-])C1 (stereo unspecified)	-6	16
82	Nc1nn2cc(-c3ccccc3)nc2c2ccccc12	-20	26
83	Cn1c(SCC(=O)Nc2ccc3nc(SCC(=O)N4CCCC4)sc3c2)nnc1-c1ccccc1	-35	19
84	C=CCn1c(SCC(=O)NC(=O)c2cccn2C)nc2ccccc2c1=O	-30	15
85	Cc1ccc(Cn2c(NCCCn3ccnc3)nc3c2c(=O)n(C)c(=O)n3C)cc1	-9	2
86	Cc1ncc(CN2CCN(C(C)C)C(CCO)C2)s1 (stereo unspecified)	-20	12
87	CS(=O)(=O)c1cccc(C(=O)OCC(=O)NC(=O)Nc2ccccc2F)c1	-17	5
88	CCC(C)N(C(=O)COC(=O)c1cn(CC)c2nc(C)ccc2c1=O)C1CCS(=O)(=O)C1 (stereo unspecified)	-1	2
89	Cc1nc(NC(=O)c2ccc(Br)o2)sc1C	-16	14
90	COc1ccc(N2CCN(S(=O)(=O)c3ccc4c(c3)CCCC4)CC2)c([N+](=O)[O-])c1	36	37*

no.	smiles	OX1R antag-1	OX1R antag-2
91	CCc1ccc(C(=O)COC(=O)c2nn(C)c(=O)c3ccccc23)cc1	-34	19
92	Clc1ccc(CCNc2ncnc3nc[nH]c23)cc1	-8	16
93	O=C(CSc1nnc(CNC(=O)c2ccco2)o1)Nc1nc2ccccc2s1	-8	12
94	CN(C)c1cccc(C(=O)N/C=C/n2cnc3cc(C(F)(F)F)ccc32)c1	-42	11
95	Cc1csc(NC(=O)CSc2nnc(Cc3cccn3C)n2-c2ccc(F)cc2)n1	-13	17
96	O=C(c1ccccc1)c1ccccc1C(=O)N1CCCC1	4	15
97	CCCC(=O)N=C1SC2CS(=O)(=O)CC2N1c1ccc(-c2nc3ccc(C)cc3s2)cc1 (stereo unspecified)	-6	28
98	CC12CCC(=O)N1C(C(=O)Nc1ccc(Br)cc1Cl)CS2 (stereo unspecified)	-28	13
99	CCn1c(SCC(=O)Nc2cc(C)on2)nnc1-c1c[nH]c2ccccc12	-28	19
100	CCC(=O)Nc1ccc(C2C(=O)c3ccccc3C2=O)cc1	-24	5
101	CCCC(C)NC(=O)C1CC(=O)N(CCc2ccc(F)cc2)C1 (stereo unspecified)	-5	13
102	CC(C1CC2CCC1C2)n1c(-c2ccco2)n[nH]c1=S (stereo unspecified)	-15	7
103	O=[N+]([O-])c1c(N2CCN(CCO)CC2)nc2ccccn12	-8	70*
104	CCCCn1c(N)c(N(CCC(C)C)C(=O)CSc2nnc3ccccn23)c(=O)[nH]c1=O	-12	20
105	COc1ccccc1NC(=O)C(C)OC(=O)C1CC(=O)N(c2ccc3c(c2)OCCO3)C1 (stereo unspecified)	-16	41

no.	smiles	OX1R antag-1	OX1R antag-2
106	COc1ccccc1-c1c(C)nn2c(C)c(C(C)=O)cnc12	-6	12
107	O=C(CCC(=O)c1cccs1)NNC(=O)c1ccccc1Cl	6	2
108	COc1ccc(N(CC(=O)Nc2ccc3c(c2)OCCO3)S(=O)(=O)c2c(C)noc2C)cc1	18	22
109	CC(C(=O)NCC1CCCCC1)N(C)Cc1cccc(Cl)c1 (stereo unspecified)	-21	12
110	COc1cc2c(cc1OC)CN(C(=O)c1cc3ccccc3oc1=O)CC2	-16	32
111	O=C1COCC(=O)N1CCc1c[nH]c2ccccc12	-3	11
112	COC(=O)N1CC(=O)N(OC)C1c1ccc(Cl)cc1Cl (stereo unspecified)	-15	4
113	C/C(=N/OC(=O)C1CC1c1ccccc1)c1ccccc1 (stereo unspecified)	-21	7
114	O=C(NC(NC(=S)Nc1ccccc1Cl)C(Cl)(Cl)Cl)c1cccc(Cl)c1 (stereo unspecified)	19	46
115	CC(C)(C)OC(=O)NNC(=O)Nc1ccccc1C(F)(F)F	-19	7
116	CCOC(=O)N1CCN(C(=O)C2CCN(Cc3ccc(O)c(OCC)c3)CC2)CC1	-20	18
117	COc1cccc(NC(=O)c2ccc(N3C(=O)C4CC=C(C)CC4C3=O)cc2)c1 (stereo unspecified)	-10	-1
118	Cc1ccc(S(=O)(=O)N2CCN(c3ccc([N+](=O)[O-])c4cccnc34)CC2)cc1	-11	24
119	COc1cccc(C(=O)NCCSc2ccc(C)cc2)c1	-20	25
120	O=C(/C=C/c1ccc(Cl)cc1)c1cccnc1	-32	38
121	CC1(C(=O)NNC(=O)c2ccc([N+](=O)[O-])cc2)CC1(Br)Br (stereo unspecified)	-15	30
122	Cc1cc(OCC(=O)NCCCN2CCOCC2)cc(C)c1Cl	-25	6

Four consecutive records from above, quoted:
no.	smiles	OX1R antag-1	OX1R antag-2
106	COc1ccccc1-c1c(C)nn2c(C)c(C(C)=O)cnc12	-6	12
107	O=C(CCC(=O)c1cccs1)NNC(=O)c1ccccc1Cl	6	2
108	COc1ccc(N(CC(=O)Nc2ccc3c(c2)OCCO3)S(=O)(=O)c2c(C)noc2C)cc1	18	22
109	CC(C(=O)NCC1CCCCC1)N(C)Cc1cccc(Cl)c1 (stereo unspecified)	-21	12
